From PubChem BioAssay
Bcl-2 Bim block = human Bim-Bcl-2 interaction inhibition; P10415; Bead-based flow cytometry, Bim peptide-Bcl-2 binding; inhibition, % at 10 µM; hit rate 0.06% among 190,000; in the data active means inhibition above about 40%; inconclusive means no clear call, values can overlap the other calls;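 further: 0% = no compound wells with probe peptide and 100% = reference peptide inhibitor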
Mcl1-Noxa inh = disrupts binding of human Mcl-1 to Noxa peptide | TR-FRET Mcl-1/Noxa peptide binding, 2 h | AID 1022 | hit rate 1.5% among 220,000 | inhibition, % at 21.7 µM | Q07820;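 active means compounds that cut the protein-peptide binding signal by more than 50% relative to plate controls in a single-dose test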;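 further: His-tagged Mcl-1 with rhodamine Noxa BH3 peptide and terbium anti-His antibody; 0% = Mcl-1 plus Noxa peptide wells and 100% = peptide-only wells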
Target sequence (Q07820 whole entry, looked up): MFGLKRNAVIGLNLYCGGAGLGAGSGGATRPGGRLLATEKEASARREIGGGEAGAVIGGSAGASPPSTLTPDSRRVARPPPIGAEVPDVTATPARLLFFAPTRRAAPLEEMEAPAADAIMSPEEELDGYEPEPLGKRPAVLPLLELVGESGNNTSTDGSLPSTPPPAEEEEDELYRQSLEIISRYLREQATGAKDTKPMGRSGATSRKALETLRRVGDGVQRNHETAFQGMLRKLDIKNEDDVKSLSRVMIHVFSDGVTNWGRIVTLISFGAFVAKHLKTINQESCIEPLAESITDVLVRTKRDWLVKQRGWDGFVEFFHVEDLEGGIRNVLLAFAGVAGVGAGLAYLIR
Bcl-XL Bim block = human Bim-Bcl-XL interaction inhibition; hit rate 0.04% among 190,000; Bim peptide-Bcl-XL binding, bead flow cytometry, fluorescence; inhibition, % at 10 µM; AID 1007
Bim-Bcl-W = human Bim-Bcl-W interaction inhibition | bead-based flow cytometry, Bim peptide-Bcl-W binding | hit rate 0.02% among 190,000 | inhibition, % at 10 µM | Q92843;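 further: 0% = bound tracer without compound and 100% = peptide blocker; higher means less fluorescent Bim peptide bound to Bcl-W beads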
RGS8-Gao = human RGS8-Galphao interaction regulation; P09471; multiplexed bead flow cytometry, RGS8-Galphao binding; actives lie on both sides; response (percent of control binding), % at 10 µM; hit rate 0.34% among 220,000; AID 1423; in the data active means response below about 60% or above about 140%; inactive means in between;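 further: Galphao activated as the GDP aluminium fluoride complex binding bead-coupled RGS8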
Target sequence (P09471 whole entry, looked up): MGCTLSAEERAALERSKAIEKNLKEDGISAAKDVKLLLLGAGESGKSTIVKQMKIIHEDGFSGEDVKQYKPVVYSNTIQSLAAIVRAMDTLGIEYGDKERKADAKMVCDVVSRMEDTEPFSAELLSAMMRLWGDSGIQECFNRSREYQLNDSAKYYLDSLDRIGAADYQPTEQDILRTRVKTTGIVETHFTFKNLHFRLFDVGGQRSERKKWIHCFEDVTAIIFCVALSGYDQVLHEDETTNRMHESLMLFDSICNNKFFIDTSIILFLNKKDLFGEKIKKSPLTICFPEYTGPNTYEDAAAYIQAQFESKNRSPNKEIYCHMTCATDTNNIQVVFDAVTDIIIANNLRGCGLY
Bim-Mcl-1 = disrupts Bim peptide binding to human Mcl-1 | Bead-based flow cytometry, Bim peptide-Mcl-1 binding | inhibition, % at 10 µM | hit rate 0.1% among 190,000 | AID 1009;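 further: 0% = no compound tracer wells and 100% = peptide blocker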
Mcl1 Bid PPI = disrupts binding of human Mcl-1 to Bid peptide; Q07820; TR-FRET Mcl-1/Bid-Dy647 peptide binding, 1536-well; inhibition, % at 21.7 µM; hit rate 0.97% among 220,000;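 active means compounds that cut the binding signal by more than half at the single screening dose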;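 further: His-tagged Mcl-1 with europium anti-His antibody binding Bid BH3 peptide; 0% = Mcl-1 plus peptide wells and 100% = peptide-only wells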
Bim-Bfl-1 = disrupts Bim binding to human Bfl-1; Q16548; Bead-based flow cytometry, Bim-Bfl-1 binding inhibition; inhibition, % at 10 µM; AID 1008; hit rate 0.12% among 190,000;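 further: 0% = wells without compound plus tracer and 100% = blocker peptide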
RGS4-Gao reg = human RGS4-Galphao interaction regulation. Multiplexed bead flow cytometry, RGS4-Galphao binding; actives lie on both sides. binding response (% of control), % at 10 µM. hit rate 0.33% among 220,000. AID 1415; in the data active means binding response below about 49% or above about 150%; inactive means in between;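 further: fluorescent Galphao activated with aluminum fluoride binding bead-coupled RGS4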
RGS7-Gao reg = regulators of human RGS7-Galphao interaction; Multiplexed bead flow cytometry, RGS7-Galphao binding; actives lie on both sides; binding response (% of control), % at 10 µM; hit rate 0.35% among 220,000; AID 1439; in the data active means binding response below about 49% or above about 150%; inconclusive means no clear call, values can overlap the other calls; inactive means in between;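 further: fluorescent Galphao held in activated GDP-AlF4 state binding bead-coupled RGS7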
Bim-Bcl-B = inhibitors of Bim-Bcl-B interaction, human | Q9HD36 | bead-based flow cytometry, Bim peptide-Bcl-B binding | inhibition, % at 10 µM | hit rate 0.073% among 190,000;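 further: 0% = tracer peptide without compound and 100% = reference inhibitor peptide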
Target sequence (Q9HD36 whole entry, looked up): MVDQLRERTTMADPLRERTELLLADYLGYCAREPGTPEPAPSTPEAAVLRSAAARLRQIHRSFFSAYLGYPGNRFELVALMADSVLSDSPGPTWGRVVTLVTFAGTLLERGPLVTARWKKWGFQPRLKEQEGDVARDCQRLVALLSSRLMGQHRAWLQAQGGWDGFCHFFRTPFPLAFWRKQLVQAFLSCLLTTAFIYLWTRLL
* marks the source's active call; other numbers are inactive results; ? = inconclusive; nt = not tested or not shown. Unless noted, no stated cut-off is given here; in the data, active means inhibition above about 40%.

smiles	Bcl-2 Bim block	Mcl1-Noxa inh	Bcl-XL Bim block	Bim-Bcl-W	RGS8-Gao	Bim-Mcl-1	Mcl1 Bid PPI	Bim-Bfl-1	RGS4-Gao reg	RGS7-Gao reg	Bim-Bcl-B
O=C(Nc1ccc(Cl)cc1)N1CCN(c2ccc3nnc(-c4ccc(F)cc4)n3n2)CC1	0	-61	7	1	102	4	-21	3	96	95	4
Oc1ccc(/C=N/N2CCN(c3ccccn3)CC2)cc1	nt	-5	nt	nt	101	nt	-119	nt	94	?	nt
CC(C)CNC(=O)NC(=O)COC(=O)Cn1cnc2ccccc2c1=O	-4	-8	-6	2	101	0	-34	-5	100	101	-5
COc1ccc(OC)c(N(CC(=O)N2CCC(C)CC2)S(=O)(=O)c2ccc(OC)c(OC)c2)c1	-12	11	-10	0	102	-1	-19	-20	99	103	-8
CCCc1cc(=O)[nH]c(SCC(=O)N2CCN(c3ccccc3)CC2)n1	0	4	1	1	106	0	-19	-2	103	105	0
O=C(COC(=O)Cc1ccccc1[N+](=O)[O-])NCc1ccc(F)cc1	-5	18	-8	-3	102	-1	1	-9	101	105	-6
CC(/C=C/c1ccccc1)=N/NC(=O)c1nc2nc(C)cc(C)n2n1	3	14	-2	0	98	-2	-5	-4	100	102	0
Nc1nccnc1C(=O)OCC(=O)Nc1cccc(S(=O)(=O)N2CCCCC2)c1	0	23	-2	-5	100	-5	-31	0	97	103	-3
Cc1c(NC(=O)CSCc2c(F)cccc2Cl)c(=O)n(-c2ccccc2)n1C	4	10	1	1	98	-5	8	5	100	?	4
CCn1c(COc2cccc3cccnc23)nnc1SCC(=O)OC	-3	10	-4	-2	102	-1	-28	-4	104	?	-4
Cc1cc(Nc2cccc(F)c2)nc(N2CCOCC2)n1	nt	-9	nt	nt	103	nt	-16	nt	104	?	nt
CCN(CC)C(=S)NC(=O)c1ccc(Cl)cc1Cl	-5	18	-1	1	100	-2	-9	-11	98	101	-6
COc1ccc(NC(=O)CN2C(=O)CSC(C)C2=O)cc1 (centres undefined)	2	-11	-1	4	102	0	-22	-3	104	103	-1
Cn1cc(CC(=O)NC2CCCCC2)c2ccccc21	1	14	-1	0	101	2	-22	-3	99	101	-3
Cc1ccc(-c2cc(N)n(-c3ccc(C)cc3)n2)cc1	0	0	1	0	95	2	-31	0	100	108	0
O=c1[nH]c2ccc(NC(=S)Nc3ccccc3Cl)cc2[nH]1	0	8	-4	4	97	1	-84	1	97	102	-3

Quoted from the results shown for reference:
smiles	Bcl-2 Bim block	Mcl1-Noxa inh	Bcl-XL Bim block	Bim-Bcl-W	RGS8-Gao	Bim-Mcl-1	Mcl1 Bid PPI	Bim-Bfl-1	RGS4-Gao reg	RGS7-Gao reg	Bim-Bcl-B
COc1ccc(OC)c(N(CC(=O)N2CCC(C)CC2)S(=O)(=O)c2ccc(OC)c(OC)c2)c1	-12	11	-10	0	102	-1	-19	-20	99	103	-8
CCCc1cc(=O)[nH]c(SCC(=O)N2CCN(c3ccccc3)CC2)n1	0	4	1	1	106	0	-19	-2	103	105	0
O=C(COC(=O)Cc1ccccc1[N+](=O)[O-])NCc1ccc(F)cc1	-5	18	-8	-3	102	-1	1	-9	101	105	-6
CC(/C=C/c1ccccc1)=N/NC(=O)c1nc2nc(C)cc(C)n2n1	3	14	-2	0	98	-2	-5	-4	100	102	0
Nc1nccnc1C(=O)OCC(=O)Nc1cccc(S(=O)(=O)N2CCCCC2)c1	0	23	-2	-5	100	-5	-31	0	97	103	-3
Cc1c(NC(=O)CSCc2c(F)cccc2Cl)c(=O)n(-c2ccccc2)n1C	4	10	1	1	98	-5	8	5	100	?	4
CCn1c(COc2cccc3cccnc23)nnc1SCC(=O)OC	-3	10	-4	-2	102	-1	-28	-4	104	?	-4
Cc1cc(Nc2cccc(F)c2)nc(N2CCOCC2)n1	nt	-9	nt	nt	103	nt	-16	nt	104	?	nt
CCN(CC)C(=S)NC(=O)c1ccc(Cl)cc1Cl	-5	18	-1	1	100	-2	-9	-11	98	101	-6
COc1ccc(NC(=O)CN2C(=O)CSC(C)C2=O)cc1 (centres undefined)	2	-11	-1	4	102	0	-22	-3	104	103	-1
Cn1cc(CC(=O)NC2CCCCC2)c2ccccc21	1	14	-1	0	101	2	-22	-3	99	101	-3
Cc1ccc(-c2cc(N)n(-c3ccc(C)cc3)n2)cc1	0	0	1	0	95	2	-31	0	100	108	0
O=c1[nH]c2ccc(NC(=S)Nc3ccccc3Cl)cc2[nH]1	0	8	-4	4	97	1	-84	1	97	102	-3

Results in RGS4-Gao reg and Bim-Mcl-1, for 2 of the compounds above:
SMILES,RGS4-Gao reg,Bim-Mcl-1
CCN(CC)C(=S)NC(=O)c1ccc(Cl)cc1Cl,98,-2
O=c1[nH]c2ccc(NC(=S)Nc3ccccc3Cl)cc2[nH]1,97,1

Further entries follow.
smiles	Bcl-2 Bim block	Mcl1-Noxa inh	Bcl-XL Bim block	Bim-Bcl-W	RGS8-Gao	Bim-Mcl-1	Mcl1 Bid PPI	Bim-Bfl-1	RGS4-Gao reg	RGS7-Gao reg	Bim-Bcl-B
CC(C)NC1CS(=O)(=O)CC1O (centres undefined)	4	0	-1	-1	104	1	-8	-1	102	102	0
CC(=O)c1oc2ccccc2c1N	-6	-7	-2	0	100	0	-93	-4	98	99	-5
CCN(CC)c1ccc2cc(/C(N)=N/NC(=O)c3cccs3)c(=O)oc2c1	nt	38	nt	nt	106	nt	-44	nt	104	?	nt
Cc1ccccc1C(=O)NNC(=O)CSc1nnc(C)n1-c1ccccc1	-8	-8	-4	-6	101	-6	-19	-15	101	94	-8
CCOC(=O)C(C(=O)OCC)C(CC(=O)C1CC1)c1ccccc1 (centres undefined)	-7	23	-5	0	111	0	0	-14	106	104	-4
Cc1ccc(C)c(N2CCN(CC(=O)Nc3ccc([N+](=O)[O-])cc3C(=O)Nc3ccccc3F)CC2)c1	1	8	-1	0	101	-2	-22	3	99	99	-2
CCOC(=O)CCc1nc2ccccc2[nH]1	-1	0	-2	0	108	0	-14	-1	108	111	-1
O=C1CCCCC1C(O)c1ccc(Cl)cc1 (centres undefined)	nt	-7	nt	nt	98	nt	-5	nt	94	?	nt
CC(=O)c1ccc(NC(=S)NCCc2cccc(Cl)c2)cc1	-4	10	-4	-4	97	-2	-41	-3	99	?	-10
COc1ccc(/C=C(\C#N)C(=O)OCC(=O)NC(C)c2ccccc2)cc1 (centres undefined)	1	0	-5	-3	84	-1	-2	1	87	93	-4
Cc1ccc(C)c2sc(N)nc12	0	20	-2	-4	106	-2	-14	-7	104	101	-2
CCCC(=O)Nc1ccc(C#Cc2ccccc2)cc1	-4	-4	-2	0	101	1	-8	-10	103	103	-5
Cc1ncc(CN2CCCC(CCC(=O)NCc3ccccc3F)C2)s1 (centres undefined)	-3	0	-6	-3	100	-3	-25	-6	99	98	-7
O=[N+]([O-])c1ccc(/C=N/NC(=S)Nc2ccc(Cl)cc2Cl)s1	nt	87*	nt	nt	98	nt	80*	nt	95	?	nt
O=C(Cc1cccc2ccccc12)NC(=S)Nc1cccc(C(=O)O)c1	2	24	-3	-5	101	-4	-29	3	103	98	-4
C=CCNC(=O)Nc1ccc(F)c(Cl)c1	-2	14	-4	0	99	-1	-36	-5	102	?	-3
COc1ccc(NC(=O)CCN2CC(C)OC(C)C2)c(OC)c1 (centres undefined)	5	42	0	4	103	2	21	4	103	104	0
C=CCOc1ccc(CNc2ccc(NC(=O)CC(C)C)cc2)cc1OC	-5	12	-10	-7	105	-9	-21	-1	101	97	-10
CCOC(=O)c1cc2n(c1N)-c1ccccc1C2=O	-6	-81	2	-4	96	0	-11	-6	92	98	-13
O=S1(=O)CCC(N2CCOCC2)C1 (centres undefined)	-6	4	-4	-1	100	0	-9	-10	99	98	-6
S=C(NCCc1ccccc1)NC1CCC(NC(=S)NCCc2ccccc2)CC1 (centres undefined)	4	-4	0	0	108	2	-35	-2	104	106	-6
CCC(=O)NCCCOc1ccccc1	0	-2	-1	-2	103	-2	2	-2	103	105	-2
CC(C)CC1NC(=O)N(CC(=O)NC2CCCc3ccccc32)C1=O (centres undefined)	-3	24	-1	0	100	-1	-47	-4	103	?	-2
NNC(=O)CNC(c1ccccc1)c1cc(Br)ccc1N (centres undefined)	nt	8	nt	nt	101	nt	-64	nt	103	?	nt
CCCCC(=O)NNC(=S)NC(=O)C(c1ccccc1)c1ccccc1	-7	-24	-9	-6	105	-4	-104	-5	104	105	-5
CCCS(=O)(=O)C(=C1NCCO1)S(=O)(=O)CCC	-3	-12	-4	5	103	2	-8	-8	103	102	-3
Cn1c(C(=O)N2CCN(Cc3ccccc3)CC2)cc2c(=O)n(C)c3ccccc3c21	0	9	-3	-2	98	1	-22	-5	102	96	-2
c1ccc2c(c1)COC(CNC1CCCCC1)OC2	-2	0	-2	0	104	-1	-30	-5	104	98	-2
Cc1nc(CS(=O)(=O)c2ccccn2)sc1C(=O)NNC(=O)c1ccc(Cl)cc1	nt	-10	nt	nt	96	nt	-10	nt	92	?	nt
COc1c(Cl)cc(-c2noc(C)c2C(=O)NCc2ccccc2)cc1Cl	-7	16	-1	2	104	-1	0	-9	104	103	-8
O=C(CCc1nnc(C2CCCCC2)o1)N1CCC(Oc2cccnc2)CC1	-3	-2	-1	0	104	-4	-4	-6	103	100	-4
O=C(N/N=C\C=C\c1ccco1)C1COc2ccccc2O1 (centres undefined)	nt	14	nt	nt	100	nt	-31	nt	102	?	nt
COc1ccc(-c2nc(N3CCCCCC3)sc2C(=O)c2ccccc2)cc1	2	-2	0	-4	101	1	-16	3	101	100	-25
O=C(O)C(Cc1ccccc1)N1CCS(=O)(=O)CC1 (centres undefined)	4	-1	-1	5	102	-2	-16	1	98	103	-7
S=c1[nH]nc(-c2ccccn2)n1/N=C/c1ccc(-c2ccccc2Br)o1	1	45	1	0	97	1	-89	7	102	?	-29
CCN(Cc1nc2ccccc2c(=O)[nH]1)Cc1nc2cc(OC)c(OC)cc2c(=O)[nH]1	-8	-18	-6	0	99	-5	-55	-11	104	101	-9
